Assay outcomes (PubChem BioAssay)
KCNH2 3.1 block – blocks the human KCNH2 3.1 channel isoform. U2OS KCNH2 3.1, thallium flux FluxOr; active compounds read low. activity change, % (tested at about 1.8 µM). 340,000 tested, 0.95% active. AID 720553;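 active = maximum activity change below -70%; inconclusive = maximum activity change from -70% to -50%; inactive = maximum activity change above -50%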;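 also: thallium influx rate constant from kinetic fluorescence after stimulation buffer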
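Channel expression came from 3.1 mutant virus (1.77 x 10^8 /mL) applied to suspended U2OS cells for 4 h. Flux was tracked with FluxOr dye plus Red40 quencher, and kinetic rate constants normalized to controls.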
uPA generation – cell surface uPA generation inhibition; cell surface uPA generation assay, qHTS; Potency, µM (titrated, usually from 38.3 µM), for the others: top-dose activity change, negative = inhibition, hits mostly inhibitors; AID 540303; 330,000 tested, 0.31% active; active = well fitted inhibition curve with a large enough effect; inconclusive = small, poorly fitted or top-dose-only effect; inactive = no such curve, though single readings can be large or run the other way; tested in mouse RAW 264.7 cells; also: potency is read from the fitted curve at half-maximal effect; nearly all actives have a fitted effect of over 55% in size
KCNH2 WT inh – blocks the wildtype human KCNH2 potassium channel. 340,000 tested, 0.37% active. U2OS, BacMam KCNH2, thallium flux FluxOr; active compounds read low. activity change, % at 1.84 µM;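 active = maximum activity change below -70%; inconclusive = maximum activity change between -70% and -50%; inactive = maximum activity change above -50%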
Target sequence (Q12809 whole entry, looked up): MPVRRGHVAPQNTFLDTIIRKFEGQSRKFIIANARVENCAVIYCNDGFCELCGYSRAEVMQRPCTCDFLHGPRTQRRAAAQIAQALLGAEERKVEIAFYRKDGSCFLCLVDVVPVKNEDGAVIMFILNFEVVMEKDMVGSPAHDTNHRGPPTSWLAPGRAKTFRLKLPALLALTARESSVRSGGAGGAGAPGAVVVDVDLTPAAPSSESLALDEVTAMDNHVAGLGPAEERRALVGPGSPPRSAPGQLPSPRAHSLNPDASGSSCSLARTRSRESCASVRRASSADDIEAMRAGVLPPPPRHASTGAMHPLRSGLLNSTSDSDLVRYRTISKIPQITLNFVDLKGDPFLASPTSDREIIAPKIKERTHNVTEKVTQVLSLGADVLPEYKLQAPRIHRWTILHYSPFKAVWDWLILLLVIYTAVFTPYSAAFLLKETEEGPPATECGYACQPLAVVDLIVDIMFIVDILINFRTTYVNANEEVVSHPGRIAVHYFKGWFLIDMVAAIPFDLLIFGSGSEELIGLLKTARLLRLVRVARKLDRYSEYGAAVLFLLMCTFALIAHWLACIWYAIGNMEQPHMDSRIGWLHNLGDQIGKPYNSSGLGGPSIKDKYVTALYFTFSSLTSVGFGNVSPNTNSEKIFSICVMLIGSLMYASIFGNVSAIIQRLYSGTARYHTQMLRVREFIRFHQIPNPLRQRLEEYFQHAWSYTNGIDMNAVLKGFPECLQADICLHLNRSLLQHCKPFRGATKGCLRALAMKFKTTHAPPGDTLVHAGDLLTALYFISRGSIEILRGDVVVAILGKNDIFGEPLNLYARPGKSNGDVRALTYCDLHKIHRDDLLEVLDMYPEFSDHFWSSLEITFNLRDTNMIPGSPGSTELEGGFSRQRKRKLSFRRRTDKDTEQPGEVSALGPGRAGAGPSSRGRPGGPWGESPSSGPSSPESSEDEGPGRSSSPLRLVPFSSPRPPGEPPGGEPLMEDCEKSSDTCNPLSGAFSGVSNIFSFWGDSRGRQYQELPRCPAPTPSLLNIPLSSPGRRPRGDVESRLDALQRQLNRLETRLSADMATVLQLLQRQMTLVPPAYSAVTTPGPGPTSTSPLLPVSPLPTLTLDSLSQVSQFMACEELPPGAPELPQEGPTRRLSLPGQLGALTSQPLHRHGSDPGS
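U2OS cells were transduced with wild-type KCNH2 virus (2.03 x 10^8 / mL) for 4 h at room temperature, then cultured overnight at 37 C. Thallium flux was read with FluxOr dye. Rate constants were normalized to DMSO controls.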
Giardia kill – Giardia lamblia killing; Giardia lamblia trophozoite viability; activity change, % at 7.66 µM, hits read low; 340,000 tested, 0.15% active; AID 540267; in the data active = activity change below about -80%; inconclusive = between about -30% and that limit;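 also: parasites exposed to compound for two days anaerobically before the ATP read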
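Compounds were tested on trophozoites seeded at 100 cells/well and held 48 hrs at 37 deg C anaerobically. An ATP-based luminescent kit measured the remaining live cells.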
Starred values were filed as active, the others as inactive; ? = inconclusive; [ ] = another dose, or the depositor's remark. % is scaled to controls: 0 for no effect and ±100 for the full control effect.

SMILES | KCNH2 3.1 block | uPA generation | KCNH2 WT inh | Giardia kill
O=C(O)c1cc([N+](=O)[O-])ccc1Oc1ccccc1 | -12 | 6% | -9 | -5
CC1(C)C(=O)N(c2ccccc2)C(=O)c2ccccc21 | 5 | 7% | 1 | -7
Cc1nnc2n(-c3ccccc3)c(=O)c3ccccc3n12 | 18 | 0% | 1 | -12
COc1cc(/C=C/CNC[C@H]2O[C@@H](n3cnc(C(N)=O)n3)[C@H](O)[C@@H]2O)ccc1O | -2 | 8% | -1 | -1
CN1C[C@@H]2[C@@H]3C(=O)N(Cc4ccccc4)C(=O)[C@@H]3[C@](Cc3ccccc3)(C1=O)N2C(=O)c1ccccc1 | -5 | 2% | -2 | 1
Nc1ccc(C(=O)C(=O)c2ccccc2)cc1 | 3 | 3% | -8 | 4
O=C(O)C1CCC(C(=O)O)O1 (centres undefined) | 21 | 5% | -2 | -2
COc1ccc(N2C(=S)N(C(=O)c3ccccc3)C(=Nc3ccccc3)C2=Nc2ccccc2)cc1 | -7 | -12% | 7 | -24
COC(=O)C[C@H]1c2cc(F)ccc2S(=O)(=O)N1Cc1ccccc1 | 2 | -23% | -1 | -24
O=C(Cc1cccc(NC(=O)C2CCCN(C(=O)C3CC3)C2)c1)Nc1cccc(C(=O)N2CCOCC2)c1 (centres undefined) | -9 | 1% | 1 | -15
CCN1CCCC1CNC(=O)c1cc(N)ccc1OC (centres undefined) | -13 | 3% | 11 | -28
Cn1c(CO)nc2c3ccccc3ccc21 | 2 | 1% | -7 | 10
CCOc1ccccc1C=NNC(=O)C1CC1 | 20 | 0% | 0 | 4
COc1ccc(O)c(/C=N/Nc2nc(C)cc(-c3ccccc3)n2)c1 | -1 | -2% | -4 | -25
COC(=O)c1cc2c([nH]c1=O)CCCC2=O | 8 | 0% | -22 | -6
CCN(CC)c1ccc(C=C2SC(=S)NC2=O)cc1 | -2 | -1% | -27 | -4
CCOc1ccc2c(S(=O)(=O)O)cccc2c1[N+](=O)[O-] | 0 | 2% | 10 | -6
O=C(C1=C(O)C(=O)N(CCN2CCOCC2)C1c1cccs1)c1cc2ccccc2o1 (centres undefined) | 7 | -12% | -5 | -2
Cc1ccc(NC(=O)c2ncn(CCCNCC3CCCO3)n2)cc1C (centres undefined) | -8 | -8% | 4 | 24
O=C(O)c1cccc2c1-c1ccc(Cl)cc1C2=O | -2 | 0% | 1 | 1
COc1ccc(CN2CCC3CC2c2cc(-c4cccc(C)c4)ccc23)cc1 (centres undefined) | -29 | -19% | -8 | ?
CC/C(=N/N=C(/CC)c1ccc(O)cc1)c1ccc(O)cc1 | -15 | -2% | -3 | -26
COc1cc(NC(=O)COC(=O)C2CC(O)CN2S(=O)(=O)c2ccc(Cl)cc2)c(C)cc1[N+](=O)[O-] (centres undefined) | 4 | -1% | -9 | -11
COc1cc(OC)cc(C(=O)NCC(=O)NCCN2C(=O)S/C(=C\c3ccc4c(c3)OCO4)C2=O)c1 | 21 | -16% | -8 | 1
CCN1C[C@@H]2[C@@H]3C(=O)N(C)C(=O)[C@@H]3[C@](C)(C1=O)N2C(=O)c1ccc(Br)cc1 | 0 | 6% | 1 | -2
Cn1c(=O)c2[nH]c(CCCc3nc4ccccc4[nH]3)nc2n(C)c1=O | 4 | 0% | 9 | 7
CN(C)c1ccc(C=NN2CCCCCC2)cc1 | 0 | -4% | -6 | 16
c1nc(N2CCOCC2)c2[nH]cnc2n1 | -14 | -2% | -16 | -6
O=Cc1cccc(OC(=O)Nc2ccccc2)c1 | -5 | 10% | -4 | -2
COc1ccc(CN2[C@@H](CC(C)=O)c3cc(C(F)(F)F)ccc3S2(=O)=O)cc1 | 5 | 0% | 0 | -3
Cc1ccc(C)c(OCC(=O)N(Cc2ccccc2)c2c(N)n(Cc3ccccc3)c(=O)[nH]c2=O)c1 | 6 | 2% | 12 | 1
CC(=O)OCC1OC(COC(C)=O)(c2ccc(C)cc2)C(OC(C)=O)C1OC(C)=O (centres undefined) | -2 | 4% | -12 | -29
O=C(Nc1ccccc1)c1cc2ccccc2s1 | -18 | -7% | 1 | -10
CC=CC1OCC(CC)C(CCC)O1 (centres undefined) | 5 | 12% | 4 | 20
CN(C(=O)c1cccc(NC(=O)Cc2cccc(NC(=O)C3CCN(C(=O)c4ccccc4)CC3)c2)c1)C1CC1 | 13 | 13% | 4 | 7
Cc1c(NS(=O)(=O)c2cc(C(=O)NCc3cccc(Cl)c3)ccc2Cl)c(=O)n(-c2ccccc2)n1C | 0 | 2% | -5 | 12
O=C(Nc1cccc(C(=O)Nc2ccccc2C(=O)O)c1)c1cccc(Cl)c1 | -23 | 21% | 4 | 17
Cn1c(=O)c(=O)n(C)c2cc(S(=O)(=O)N3CCC(N4CCCCC4)CC3)ccc21 | 21 | -2% | -1 | 8
CN(C)CCNC(=O)c1ccc(CS(=O)(=O)c2ccc(Br)cc2)o1 | 21 | 7% | 2 | -10
CC(=O)OCC(=O)C1(O)CCC2C3CCC4=CC(=O)CCC4(C)C3(F)C(O)CC21C (centres undefined) | 16 | -4% | 1 | 9
Nc1ccc2c(c1)[nH]c(=O)c1ccccc12 | -196* | -5% | -12 | 10
CCOC(=O)c1sc(NC(=O)C2CCCCC2)nc1C | 11 | -42% | -1 | 19
CC(C)CC(CO)N1CCN(C(=O)c2cccc(Cl)c2)CCC1=O (centres undefined) | 1 | -5% | 7 | 48[activator]
CN(CCC#N)C(=O)COC(=O)c1c2c(nc3ccccc13)/C(=C\c1ccco1)CC2 | -4 | -1% | 1 | -3
CCOc1ccccc1N=C1SCC(C)N1C(=O)C1CCN(c2ncnc3sc(C)c(C)c23)CC1 (centres undefined) | -7 | -5% | -19 | -6
C=CCN(C/C(=N\O)c1sc(C(=O)OCC)nc1C)c1cccc(Br)c1 | -27 | -8% | -2 | -11
Cc1c(Cl)cccc1NC(=O)C1CC(=O)N(C2CCCC2)C1 (centres undefined) | 31 | 3% | 0 | 1
N#Cc1ccc(OCC(=O)Nc2cc(S(=O)(=O)N3CCOCC3)ccc2N2CCCC2)cc1 | 0 | -11% | 11 | -26

Single entries from the list.
CC(C)CC(CO)N1CCN(C(=O)c2cccc(Cl)c2)CCC1=O (centres undefined) in KCNH2 3.1 block = 1
C=CCN(C/C(=N\O)c1sc(C(=O)OCC)nc1C)c1cccc(Br)c1 in KCNH2 3.1 block = -27
CN(CCC#N)C(=O)COC(=O)c1c2c(nc3ccccc13)/C(=C\c1ccco1)CC2 in KCNH2 WT inh = 1
CN(C)CCNC(=O)c1ccc(CS(=O)(=O)c2ccc(Br)cc2)o1 in KCNH2 WT inh = 2
O=C(Nc1cccc(C(=O)Nc2ccccc2C(=O)O)c1)c1cccc(Cl)c1 in KCNH2 3.1 block = -23

One compound at a time, from the list above.
N#Cc1ccc(OCC(=O)Nc2cc(S(=O)(=O)N3CCOCC3)ccc2N2CCCC2)cc1 reads KCNH2 3.1 block: 0; uPA generation: -11%; KCNH2 WT inh: 11; Giardia kill: -26
CCOC(=O)c1sc(NC(=O)C2CCCCC2)nc1C reads KCNH2 3.1 block: 11; uPA generation: -42%; KCNH2 WT inh: -1; Giardia kill: 19

(continued)
SMILES | KCNH2 3.1 block | uPA generation | KCNH2 WT inh | Giardia kill
CCOC(=O)C1=C(C)N(CCC(=O)O)C(=O)NC1c1ccccc1Cl (centres undefined) | -8 | 6% | -3 | 1
CN1CCC[C@H]1CCNc1ccc2c(=O)c3ccccc3n(C)c2c1 | 4 | -22% | 5 | -1
COc1ccc(-c2ccc3oc(-c4ccc(OC)cc4)c(-c4cc(OC)c(OC)c(OC)c4)c3c2)cc1 | -5 | 9% | -8 | -20
CCN(Cc1nc2ccccc2c(=O)[nH]1)Cc1cc(=O)oc2cc(C)c(C)cc12 | 1 | -2% | 4 | 10
CC(OC(=O)CCN1C(=O)C2CC=CCC2C1=O)C(=O)Nc1ccc(F)cc1 (centres undefined) | -8 | -1% | -4 | 2
CN(C)CCNC(=O)c1cccc2nc3cccc(F)c3nc12 | 3 | -8% | -12 | -3
O=C(/C=C/c1ccccc1O)c1ccccc1 | -19 | 0% | -6 | 9
Cc1ccc(NC(=S)NNC(=S)Nc2ccc(C)cc2)cc1 | -37 | -5% | -23 | -1
CN(Cc1ccccc1)C(=O)CSc1nc2c(c(C(F)(F)F)n1)CCc1ccccc1-2 | 13 | -4% | 6 | -10
CC(=O)N(C)c1ccc(N=Cc2cc3c(cc2[N+](=O)[O-])OCO3)cc1 | -2 | 0% | -1 | 11
O=C(C=Cc1cccnc1)c1ccccc1 | -13 | -20% | -22 | -14
NC(=O)/C(=C/c1ccco1)NC(=O)c1ccc(Br)o1 | -9 | 0% | 10 | -9

Three compounds out of the list, ordered by SMILES length, rising.
SMILES | KCNH2 3.1 block | uPA generation | KCNH2 WT inh | Giardia kill
NC(=O)/C(=C/c1ccco1)NC(=O)c1ccc(Br)o1 | -9 | 0% | 10 | -9
CCOC(=O)C1=C(C)N(CCC(=O)O)C(=O)NC1c1ccccc1Cl (centres undefined) | -8 | 6% | -3 | 1
CN(Cc1ccccc1)C(=O)CSc1nc2c(c(C(F)(F)F)n1)CCc1ccccc1-2 | 13 | -4% | 6 | -10

Continued.
SMILES | KCNH2 3.1 block | uPA generation | KCNH2 WT inh | Giardia kill
CC(=O)Nc1nc2c(F)cccc2s1 | 23 | 0% | -3 | 23
CS(=O)(=O)N1CCC(Oc2cccc(C(=O)NCCCC3CCCC3)c2)CC1 | -18 | -13% | 9 | 2
CC1CN(C(=O)[C@@H]2CCCN2S(=O)(=O)c2ccc(Cl)cc2)CC(C)O1 (some centres undefined) | 20 | 3% | -4 | -3
CC1=NN(c2ccc([N+](=O)[O-])cc2)C(=O)C1 | -8 | 1% | -14 | 8
Oc1ccc(C[C@H]2CNC(=S)N2CC2CCCN2C[C@H](Cc2ccc(O)cc2)N2C[C@H](Cc3ccccc3)N(CC3CCCCCC3)C2=S)cc1 (some centres undefined) | -36 | -24% | -25 | 10
C(=NN1CCCCCC1)c1cccc2ccccc12 | -3 | 4% | 8 | -11
COc1ccc(NC(=O)N(Cc2cccnc2)Cc2ccccc2Cl)c(OC)c1 | 1 | 0% | -7 | -17
CCN1C[C@@H]2[C@@H]3C(=O)N(C)C(=O)[C@@H]3[C@](C)(C1=O)N2C(=O)c1ccccc1 | 6 | 3% | -1 | 11
COc1ccc(C(=O)N/N=C\C(C)=C\c2ccccc2)cc1OC | -98* | -19% | 2 | 2
Cn1cnnc1SCc1ccc(C(=O)N/N=C(/CCC(=O)O)c2ccc(C(C)(C)C)cc2)cc1 | -8 | -1% | -1 | 10
O=C(N/N=C/c1cc2c(cc1Cl)OCO2)c1ccccn1 | -3 | -13% | 32 | -2
COc1ccc(NC(=O)[C@@H]2CC=C[C@@H]3CCN(C4CCCCC4)C(=O)[C@@H]32)cc1 | 48 | 1% | -5 | 4
Cc1cccc(NC(=O)CSc2nc3sc(C)cc3c(=O)n2C)c1 | 7 | 5% | 2 | 1

Only part of the results is shown; count on the stated rates, not on these rows.
